Source: PubChem BioAssay
CHRM4 agonist – human M4 muscarinic receptor agonists, primary screen, CHO-K1 cells, Fluo-8 calcium fluorescence; activation, % at 3 µM; AID 624127, 2012; CHO-K1 hM4/Gqi5; vehicle 0%, full acetylcholine response 100%; 0.14% of 360,000 active; Muscarinic acetylcholine receptor M4 (Homo sapiens), P08173;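 active = activation above the run mean over all test wells plus 3 SD, cut at about 32% in these data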;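 also: peak over basal fluorescence ratio per well then scaled between controls; 0% = DMSO wells and 100% = acetylcholine at EC100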
Target sequence (P08173 whole entry, looked up): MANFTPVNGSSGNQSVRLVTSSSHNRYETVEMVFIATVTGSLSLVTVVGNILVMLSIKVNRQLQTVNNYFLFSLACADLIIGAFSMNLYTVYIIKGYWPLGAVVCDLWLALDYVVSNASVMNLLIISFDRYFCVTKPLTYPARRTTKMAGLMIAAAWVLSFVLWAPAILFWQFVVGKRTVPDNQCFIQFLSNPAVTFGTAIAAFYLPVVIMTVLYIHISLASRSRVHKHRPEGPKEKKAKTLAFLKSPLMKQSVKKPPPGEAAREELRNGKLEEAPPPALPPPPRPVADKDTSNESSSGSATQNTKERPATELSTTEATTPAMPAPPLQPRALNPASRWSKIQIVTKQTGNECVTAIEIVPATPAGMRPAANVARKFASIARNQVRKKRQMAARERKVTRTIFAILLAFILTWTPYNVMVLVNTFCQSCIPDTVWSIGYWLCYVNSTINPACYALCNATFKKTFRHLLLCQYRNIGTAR
CHRM4 PAM – human M4 muscarinic receptor positive allosteric modulators, primary screen, CHO-K1 cells, Fluo-8 calcium fluorescence; Muscarinic acetylcholine receptor M4 (Homo sapiens), P08173; CHO-K1 hM4/Gqi5, ACh EC20; 0% = ACh EC20, 100% = maximal ACh; 0.4% of 360,000 active; activation, % at 3 µM;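 active = activation above its plate's cutoff, the mean activation of sample wells plus 3 SD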; also: some results filed as inactive read as strong as hits
M5 antag – human M5 muscarinic receptor antagonists, primary screen, CHO cells, Fluo-8 calcium fluorescence; Muscarinic acetylcholine receptor M5 (Homo sapiens), P08912; CHO-hM5 cells, ACh EC80; inhibition, % at 3 µM; 0.59% of 360,000 active; AID 624040, 2012;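 active = inhibition above a per-plate cutoff, the mean of that plate's test compounds plus 3 SD, cut at about 27% in these data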;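 also: 0% = acetylcholine EC80 with DMSO and 100% = DMSO without agonist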
Target sequence (P08912 whole entry, looked up): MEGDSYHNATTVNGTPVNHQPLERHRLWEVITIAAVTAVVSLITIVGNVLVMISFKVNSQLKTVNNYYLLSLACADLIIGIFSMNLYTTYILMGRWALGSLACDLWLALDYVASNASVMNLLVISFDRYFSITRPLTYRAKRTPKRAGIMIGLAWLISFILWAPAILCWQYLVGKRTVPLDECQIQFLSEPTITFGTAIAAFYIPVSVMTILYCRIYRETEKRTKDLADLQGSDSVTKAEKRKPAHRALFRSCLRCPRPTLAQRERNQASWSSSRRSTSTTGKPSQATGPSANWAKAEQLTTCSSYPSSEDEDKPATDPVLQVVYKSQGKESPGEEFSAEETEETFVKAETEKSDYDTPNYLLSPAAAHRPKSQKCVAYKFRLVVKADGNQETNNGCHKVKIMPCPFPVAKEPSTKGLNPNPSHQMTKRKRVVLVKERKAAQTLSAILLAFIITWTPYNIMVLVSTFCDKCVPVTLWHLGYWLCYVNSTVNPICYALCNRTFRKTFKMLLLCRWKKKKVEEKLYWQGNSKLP
CRFBP-R2 block – antagonists of CRF-BP/CRF-R2 complex, primary screen, cell-based, HEK293, calcium dye fluorescence, uHTS; CRF-induced calcium fluorescence; inhibition, % at 11.8 µM; 0.59% of 350,000 active; AID 588475, 2011;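 active = inhibition of the ligand-induced calcium signal above about 50% at the single tested concentration, limit read from the data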
M5 PAM – human M5 muscarinic receptor positive allosteric modulators, primary screen, CHO-K1 cells, Fluo-8 calcium fluorescence | 0.3% of 360,000 active | activation, % at 3 µM | Muscarinic acetylcholine receptor M5 (Homo sapiens), P08912 | CHO-K1 hM5, ACh EC20 PAM; 0% = ACh EC20, 100% = ACh EC100;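 active = activation above the run cutoff, the mean activation of all test compounds plus 3 SD, cut at about 18% in these data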
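system = human M5 receptor in CHO-K1 cells | compound = one concentration, 3 µM final (nominal) | schedule = Post-acetylcholine fluorescence recording 140 s | signal = Fluo-8 calcium dye fluorescence, kinetic read | benchmarks = low control EC20 acetylcholine (0%), high control EC100 acetylcholine (100%) | repeats = singlicate, one well per test compound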
CHRM5 agonist – human M5 muscarinic receptor agonists, primary screen, CHO-K1 cells, Fluo-8 calcium fluorescence; activation, % at 3 µM; 0.19% of 360,000 active; Muscarinic acetylcholine receptor M5 (Homo sapiens), P08912; CHO-K1 hM5 cells; 0% DMSO wells, 100% maximal acetylcholine response;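 active = activation above the run's mean over test compounds plus 3 SD, cut at about 23% in these data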;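 also: signal is peak over basal fluorescence ratio across the kinetic read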
CRFR2-BP ag – agonists of CRF-BP/CRF-R2 complex, primary screen, cell-based, HEK293, calcium dye fluorescence, uHTS; CRF-binding protein / CRF receptor 2 complex (human); calcium dye fluorescence (FLIPR); percent of saturating CRF peptide response; activation, % at 13.2 µM; 0.46% of 350,000 active; AID 588473, 2011;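 active = activation of at least 50%, plus an integration ratio under a set limit after plate pattern correction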;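 also: plate controls were neutral control wells without compound for no effect and CRF at EC100 for full effect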
M4 antag – human M4 muscarinic receptor antagonists, primary screen, CHO cells, Fluo-8 calcium fluorescence | CHO-hM4 cells, ACh EC80 | inhibition, % at 3 µM | 0.73% of 360,000 active | AID 624125, 2012;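 active = inhibition above its plate's cutoff, the mean inhibition of sample wells plus 3 SD, cut at about 27% in these data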;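 also: 0% = acetylcholine EC80 with DMSO and 100% = DMSO without agonist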
IDE cell inh – human IDE inhibitors in live cells, primary screen, fluorescence polarization, HEK cells, FAbetaB substrate; Insulin-degrading enzyme (Homo sapiens), P14735; FAbetaB cleavage; AID 434962, 2010; inhibition, % at 5.59 µM; 0.41% of 320,000 active;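 active = percent inhibition above the average of all tested compounds plus 3 SD, set per screening campaign, cut at about 16% in these data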;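 also: IDE supplied by intact live HEK cells; FP after avidin binding of uncleaved biotin substrate so inhibition keeps polarization high; 0% = DMSO wells and 100% = 60 µM reference IDE inhibitor Ii1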
Active calls of the source: *; . = no result given. No enrichment for hits. About 2.9% of those tested had a hit in this group.

SMILES	CHRM4 agonist	CHRM4 PAM	M5 antag	CRFBP-R2 block	M5 PAM	CHRM5 agonist	CRFR2-BP ag	M4 antag	IDE cell inh
COc1ccc(-c2[nH]c(-c3ccccc3)nc2SCC(=O)NC2CCCC2)cc1	10	2	-2	-27	0	1	-6.8	-18	-1
COC(=O)C1(C(F)(F)F)N=C(N(C)C)OC(N(C)C)=N1	0	3	4	-29	2	-1	1.2	3	-2
C=CCn1c(SCc2cc(C(=O)OC)c(C)o2)nnc1-c1ccncc1	1	6	0	-4	-4	-1	1.2	-6	-6
Cc1ccccc1OCC(=O)Nc1ccc(C)c(S(=O)(=O)N2CCCCCC2)c1	6	-6	13	-6	-20	0	0.9	3	0
Oc1ccc(C23CCCC2C2(CCCC2)c2ccc(O)cc2O3)c(O)c1 (configuration not stated)	59*	-14	6	-4	-22	18	2.0	23	0
CCOC(=O)N1CCN(C(=O)c2cn(C)c3ccc(S(=O)(=O)N(CC)CC)cc3c2=O)CC1	1	0	5	8	-1	-3	-0.7	-13	2
CN1c2ccccc2C(C)(C)C12CC(c1ccc(S(=O)(=O)N3CCCCC3)cc1)=NO2 (configuration not stated)	1	-2	-9	2	3	-2	-1.2	-2	-1
O=C(NCc1ccco1)c1n[nH]c(=O)c2ccccc12	0	-2	-1	9	-2	-1	-2.7	2	3
Cc1ccc(OCc2nnc(SCC(=O)Nc3ccc4c(c3)OCO4)n2C)cc1	-2	-3	3	-12	-1	-2	-1.2	10	0
C=CCN1CC2CC3(COc4cc(C)cc(C)c4)C=CC2(O3)C1=O (configuration not stated)	1	-4	1	-4	2	-2	1.3	4	0
C/C(CCC(C)C)=N\Nc1cc(C)c2ccccc2n1	3	4	0	-1	5	-1	-0.7	-3	2
O=C(CS(=O)(=O)Cc1ccccc1)Nc1ncccn1	0	3	-2	0	-12	-3	-0.4	-7	-2
CC(C(=O)NCCN1CCOCC1)(c1ccccc1)c1ccccc1	1	-3	8	81*	-11	-8	2.9	0	-2
CCc1nc2sc(C(C)=O)c(N)c2c2c1CCCC2	4	-4	1	1	-3	-4	-2.8	-13	10
COC(=O)c1cn(NC(=O)Cc2ccc(Cl)c(Cl)c2)c(=O)c2ccccc12	0	9	-6	-15	1	-2	-1.4	-4	-2
O=C(NCc1cccs1)C1CCN(S(=O)(=O)c2ccc(Br)s2)CC1	4	16	6	-7	-6	-4	-0.9	-8	-3
CCCN(C(=S)Nc1ccccc1)C1CCS(=O)(=O)C1 (configuration not stated)	0	5	-1	0	3	-3	-0.4	2	-1
CCN1CCN(C(=O)CS(=O)(=O)Cc2nc(-c3ccc(C)cc3)oc2C)CC1	4	1	1	21	1	-1	0.3	-3	-2
Cc1cc(C)n2nc(-c3ccsc3-n3c(C)ccc3C)cc2n1	1	-1	12	12	-10	-3	5.5	8	6
Nc1nccc(NCCSCc2ccccc2)n1	5	-8	10	-6	-4	-6	-4.2	3	.
O=C(N=C1SC2CS(=O)(=O)CC2N1Cc1ccccc1Cl)C1CC1 (configuration not stated)	1	11	1	-7	9	-3	-1.2	-9	0
Nc1ccc(-c2nc3ncccc3o2)c(Cl)c1	1	10	4	-4	-1	-2	-1.7	-10	4
COc1ccc(N(CC(=O)Nc2cc([N+](=O)[O-])ccc2C)S(C)(=O)=O)cc1OC	1	11	8	-2	0	0	1.4	-5	1
COc1ccc(S(=O)(=O)N2CCCCC2c2cc(C(=O)NCc3ccc(F)cc3)no2)cc1 (configuration not stated)	5	-8	3	.	-4	-1	.	13	.
OC1CCN(C(=S)NCCc2ccccc2)CC1	1	1	7	-7	0	-2	2.1	6	2

Given with two lines to a compound: entries from further up
Below each compound – CHRM4 agonist | CHRM4 PAM | M5 antag | CRFBP-R2 block | M5 PAM | CHRM5 agonist | CRFR2-BP ag | M4 antag | IDE cell inh
> Cc1ccc(OCc2nnc(SCC(=O)Nc3ccc4c(c3)OCO4)n2C)cc1
    -2 | -3 | 3 | -12 | -1 | -2 | -1.2 | 10 | 0
> C=CCN1CC2CC3(COc4cc(C)cc(C)c4)C=CC2(O3)C1=O (configuration not stated)
    1 | -4 | 1 | -4 | 2 | -2 | 1.3 | 4 | 0
> C/C(CCC(C)C)=N\Nc1cc(C)c2ccccc2n1
    3 | 4 | 0 | -1 | 5 | -1 | -0.7 | -3 | 2
> O=C(CS(=O)(=O)Cc1ccccc1)Nc1ncccn1
    0 | 3 | -2 | 0 | -12 | -3 | -0.4 | -7 | -2
> CC(C(=O)NCCN1CCOCC1)(c1ccccc1)c1ccccc1
    1 | -3 | 8 | 81* | -11 | -8 | 2.9 | 0 | -2
> CCc1nc2sc(C(C)=O)c(N)c2c2c1CCCC2
    4 | -4 | 1 | 1 | -3 | -4 | -2.8 | -13 | 10
> COC(=O)c1cn(NC(=O)Cc2ccc(Cl)c(Cl)c2)c(=O)c2ccccc12
    0 | 9 | -6 | -15 | 1 | -2 | -1.4 | -4 | -2
> O=C(NCc1cccs1)C1CCN(S(=O)(=O)c2ccc(Br)s2)CC1
    4 | 16 | 6 | -7 | -6 | -4 | -0.9 | -8 | -3
> CCCN(C(=S)Nc1ccccc1)C1CCS(=O)(=O)C1 (configuration not stated)
    0 | 5 | -1 | 0 | 3 | -3 | -0.4 | 2 | -1
> CCN1CCN(C(=O)CS(=O)(=O)Cc2nc(-c3ccc(C)cc3)oc2C)CC1
    4 | 1 | 1 | 21 | 1 | -1 | 0.3 | -3 | -2
> Cc1cc(C)n2nc(-c3ccsc3-n3c(C)ccc3C)cc2n1
    1 | -1 | 12 | 12 | -10 | -3 | 5.5 | 8 | 6
> Nc1nccc(NCCSCc2ccccc2)n1
    5 | -8 | 10 | -6 | -4 | -6 | -4.2 | 3 | .
> O=C(N=C1SC2CS(=O)(=O)CC2N1Cc1ccccc1Cl)C1CC1 (configuration not stated)
    1 | 11 | 1 | -7 | 9 | -3 | -1.2 | -9 | 0
> Nc1ccc(-c2nc3ncccc3o2)c(Cl)c1
    1 | 10 | 4 | -4 | -1 | -2 | -1.7 | -10 | 4
> COc1ccc(N(CC(=O)Nc2cc([N+](=O)[O-])ccc2C)S(C)(=O)=O)cc1OC
    1 | 11 | 8 | -2 | 0 | 0 | 1.4 | -5 | 1
> COc1ccc(S(=O)(=O)N2CCCCC2c2cc(C(=O)NCc3ccc(F)cc3)no2)cc1 (configuration not stated)
    5 | -8 | 3 | . | -4 | -1 | . | 13 | .
> OC1CCN(C(=S)NCCc2ccccc2)CC1
    1 | 1 | 7 | -7 | 0 | -2 | 2.1 | 6 | 2

Other entries:
SMILES	CHRM4 agonist	CHRM4 PAM	M5 antag	CRFBP-R2 block	M5 PAM	CHRM5 agonist	CRFR2-BP ag	M4 antag	IDE cell inh
O=c1[nH]c(/C=C/c2cccnc2)c([N+](=O)[O-])c(=O)[nH]1	13	-5	-2	12	-15	2	2.4	-5	2
CN(CC(=O)Nc1ccccc1Br)C(=O)c1cc([N+](=O)[O-])ccc1N1CCOCC1	3	0	-2	-2	3	1	-2.1	-8	2
O=S(=O)(c1ccc2ccccc2c1)N1CCN(C(=S)Nc2ccc(F)cc2)CC1	4	3	6	2	-2	-5	7.6	-3	-1
Cc1ccc(S(=O)(=O)NNC(=O)C2Cc3c(ccc4ccccc34)O2)cc1 (configuration not stated)	9	-11	2	-16	-6	8	-1.0	14	-2
COc1ccc(NC(=O)Cc2c(F)c(F)c(F)c(F)c2F)cc1OC	0	11	1	3	4	1	2.5	-7	5
Cc1ccc(SC(C)C(=O)Nc2cccnc2)cc1 (configuration not stated)	1	6	3	-11	-6	-1	1.2	-8	2
COc1ccc2nc(C)cc(Nc3ccccc3OC)c2c1	1	-8	1	18	0	1	-4.1	14	.
CC(C)N1C(=O)c2ccccc2NC(=O)C1C(=O)NCc1cccc(C(F)(F)F)c1 (configuration not stated)	2	9	0	.	1	-1	.	-7	.
O=C(CN1CCN(c2ccccc2)CC1)Nc1ccccc1Cl	2	-10	8	-7	-11	1	0.2	6	4
CN(C)CCCNC(NC(=O)c1cccs1)C(Cl)(Cl)Cl (configuration not stated)	0	4	1	0	-4	-2	2.7	2	-2
C=CCn1c(C)c(C(C)=O)c(SC)nc1=S	0	2	-2	-2	-2	-1	0.6	2	0
COc1cccc(C(=O)N(CN2CCCC2=O)c2cccc(Cl)c2)c1OC	0	21	0	9	10	1	-1.1	7	-1
O=C(CCN1C(=O)/C(=C/c2ccccc2)SC1=S)NCCCN1CCOCC1	9	-2	11	7	-1	0	0.7	-3	1
O=C(OCc1cn([C@@H]2C[C@H](c3ccc(Cl)cc3)N(CC3CCCCC3)C[C@H]2O)nn1)c1ccccc1	1	0	9	-13	-4	1	2.3	-5	.
CCCCn1c(N)c(N(Cc2ccccc2)C(=O)COc2ccccc2F)c(=O)[nH]c1=O	1	-3	3	9	1	1	1.3	9	.
C#CCOCCOCCOCCNc1nc(N2CCN(C(=O)[C@H](CCCCN)n3cc(CN)nn3)CC2)nc(N2CCN(C(=O)[C@H](CCC(=O)O)n3cc([C@@H](N)CCSC)nn3)CC2)n1	2	-5	12	0	-1	2	1.7	7	3
Cc1ccc(NS(=O)(=O)c2cc(C(=O)NCc3ccccn3)ccc2Cl)cc1C	7	-4	0	-6	-8	5	0.3	7	4
COc1ccc(S(=O)(=O)N2CCOC2CNC(=O)C(=O)NCCc2ccccc2)cc1OC (configuration not stated)	8	-2	-2	-23	-4	4	-3.0	-4	4
CN(CC(=O)Nc1ccc(F)cc1)CC(=O)N1CCCCCC1	1	7	-6	2	1	-7	0.9	-24	-2
CCN(C(=S)NCCOC)c1cccc2ccccc12	0	0	7	15	3	-7	-1.9	-4	1
CN(C(=O)Cn1nc(C(=O)O)c2ccccc2c1=O)c1ccccc1	1	-3	6	1	-1	4	-0.7	0	0
O=C1/C(=C/c2cccs2)SC(=S)N1N1CCOCC1	1	-6	2	-4	-1	3	-0.9	-3	2
